# CBFb-RUNX1 inh – CBF-beta/RUNX1 interaction disruption | Q01196+Q13951 | AlphaScreen CBFb-His/RUNX1-biotin binding, biochemical | Potency, µM (doses to about 59.8 µM), for inactives: at the top dose activity, negative = inhibition, most hits filed as inhibitors | 230,000 tested, under 10 active | AID 1477; note: % of control where 0% means no effect
# Target sequence (Q01196 whole entry, looked up): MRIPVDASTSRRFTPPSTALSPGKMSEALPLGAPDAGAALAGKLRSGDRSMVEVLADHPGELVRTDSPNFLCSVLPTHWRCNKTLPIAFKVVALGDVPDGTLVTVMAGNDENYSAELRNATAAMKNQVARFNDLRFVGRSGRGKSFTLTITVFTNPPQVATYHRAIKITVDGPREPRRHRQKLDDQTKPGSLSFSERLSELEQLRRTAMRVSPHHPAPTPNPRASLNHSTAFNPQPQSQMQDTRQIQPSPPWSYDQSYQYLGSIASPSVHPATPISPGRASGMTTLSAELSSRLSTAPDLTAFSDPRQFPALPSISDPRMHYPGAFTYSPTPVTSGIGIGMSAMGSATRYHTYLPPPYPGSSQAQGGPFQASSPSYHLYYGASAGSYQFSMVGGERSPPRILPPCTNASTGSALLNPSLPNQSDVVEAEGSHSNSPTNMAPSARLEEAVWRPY
# Target sequence (Q13951 whole entry, looked up): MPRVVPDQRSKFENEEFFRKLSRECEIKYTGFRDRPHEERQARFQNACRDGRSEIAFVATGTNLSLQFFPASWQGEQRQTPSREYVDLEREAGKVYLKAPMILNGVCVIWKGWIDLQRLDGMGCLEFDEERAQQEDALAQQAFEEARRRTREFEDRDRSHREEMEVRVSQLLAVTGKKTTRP
#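 Interaction loss through any mechanism counts as activity. Pre-formed complex of His-CBF-beta and biotin-RUNX1 (30 nM apiece) is incubated with compound 15 min, then with 50 ng nickel and 50 ng streptavidin beads for 90 min before AlphaScreen detection.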
# TRb SRC2 PPI – disrupts binding of human TR beta to SRC2 | Potency, µM (series often up to 106 µM), for inactives: at the top dose activity change, negative = inhibition, actives largely listed as inhibitors | AID 1469 | TRbeta-SRC2 peptide binding, fluorescence polarization; receptor liganded with 1 µM T3 | hit rate 0.065% among 280,000 | P10828;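 note: potency is the fitted concentration of half-maximal effect; plate controls were bound peptide for no effect and peptide without receptor for full effect; nearly all actives have a fitted effect of over 50% in size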
#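 Human TRb LBD (0.6 uM) plus Texas Red-labeled SRC2 peptide (20 nM), 1uM T3, 5% DMSO, 5 hr at ambient temperature. Decreased polarization (555/632 nm) flags inhibition; data normalized to free and bound peptide controls.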
# Tau fibril FP – tau fibrillization inhibition (FP); P10636; K18 P301L tau heparin fibrillization, Alexa594 FP, 6 h; Potency, µM (doses to about 57.7 µM), for the others: at the top dose activity, negative = inhibition, hits mostly inhibitors; hit rate 0.39% among 280,000; AID 1468; note: potency is the fitted concentration of half-maximal effect; % is set by controls: 0 for no effect and ±100 for the full control effect; nearly all actives have a fitted effect of over 55% in size
#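 Quantitative HTS format: compounds meet 15 uM recombinant K18 P301L tau and Alexa 594-tau tracer in 100 mM sodium acetate pH 7; 20 uM heparin triggers fibrillization at 37 C over 6 hr; FP gives the signal.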
# TexasRed fluor – counter-screen for TRb-SRC2 inhibitors: fluorescence interference. TRb/SRC2 Texas Red total fluorescence interference. Potency, µM (titrated, usually from 106 µM), for the others: at the highest dose fluorescence change, negative = quenching. hit rate 0.29% among 280,000. AID 1479; active = well fitted curve in either direction with a large enough effect; inconclusive = small, poorly fitted or top-dose-only effect; note: potency is the fitted concentration of half-maximal effect; % is set by controls: 0 for no effect and ±100 for the full control effect
#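 Flags fluorescent or light-absorbing compounds by total fluorescence, S + 2P, at 555 nm excitation and 632 nm emission. Mixture: 20 nM Texas Red SRC2 peptide, 0.6 uM human TRb LBD, 1 uM T3, 5% DMSO; compound exposure 5 h at ambient temperature.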
# NPSR antagonist – blocks cAMP signaling of the human neuropeptide S receptor; Q6W5P4; CHO-NPSR cells, cAMP TR-FRET, antagonist mode; Potency, µM (highest dose often 38.3 µM), for inactives: at the highest dose activity change, negative = inhibition, most hits filed as inhibitors; hit rate 1% among 220,000; note: potency is the fitted concentration of half-maximal effect; % is set by controls: 0 for no effect and ±100 for the full control effect; nearly all actives have a fitted effect of over 50% in size; many of its hits are not listed in these tables
# Target sequence (Q6W5P4 whole entry, looked up): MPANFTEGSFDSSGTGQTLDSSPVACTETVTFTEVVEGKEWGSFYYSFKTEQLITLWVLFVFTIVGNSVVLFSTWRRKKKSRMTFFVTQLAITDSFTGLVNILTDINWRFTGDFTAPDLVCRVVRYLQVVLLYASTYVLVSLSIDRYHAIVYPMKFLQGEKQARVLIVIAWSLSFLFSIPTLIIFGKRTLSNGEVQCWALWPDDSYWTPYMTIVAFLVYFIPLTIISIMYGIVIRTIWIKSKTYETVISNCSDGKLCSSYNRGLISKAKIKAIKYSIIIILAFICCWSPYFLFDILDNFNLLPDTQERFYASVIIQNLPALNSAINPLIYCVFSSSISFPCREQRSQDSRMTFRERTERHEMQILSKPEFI
# Epigenetic derep – regulators of epigenetic silencing causing reporter derepression in mouse cells | murine LDR cells, GFP reporter derepression, 30 h | Potency, µM (doses to about 53.9 µM), for inactives: at the top dose GFP activation, most hits filed as activators | hit rate 0.2% among 280,000 | AID 1865; note: potency is the fitted concentration of half-maximal effect; % of control where 0% means no effect; nearly all actives have a fitted effect of over 60% in size
#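 GFP-positive cell count by laser-scanning cytometry (objects 20–120 um) after 30 h, 37 C compound exposure of murine LDR cells; reporter is CMV-GFP integrated at a silenced locus, inducible by HDAC or DNMT inhibitors.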
# Tau fluor counter – counter-screen for tau fibril formation inhibitors. Potency, µM (titrated, usually from 57.7 µM), for the others: at the highest dose activity change, negative = decrease. hit rate 0.93% among 280,000. tau K18 P301L Alexa594 fluorescence, heparin fibrillization; note: potency is the fitted concentration of half-maximal effect; % is set by controls: 0 for no effect and ±100 for the full control effect; nearly all actives have a fitted effect of over 55% in size
#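 Human tau K18 P301L (15 uM unlabeled, 0.24 uM Alexa 594-labeled) in 100 mM sodium acetate pH 7 with 20 uM heparin, 6 hr at 37 C. ThT 30 uM added, 1 hr ambient; Alexa 594 FP and total fluorescence read at 555/632 nm.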
# GLA spleen mod – inhibits or activates alpha-galactosidase in human spleen homogenate | P06280 | Potency, µM (highest dose often 80 µM), for inactives: at the highest dose activity change, negative = inhibition, hits mostly inhibitors | hit rate 0.008% among 240,000 | human spleen homogenate, 4MU-alpha-Gal fluorescence, 40 min | AID 2107;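 note: potency is the fitted concentration of half-maximal effect; 0% = enzyme with vehicle and -100% = no enzyme basal signal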
#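 Human spleen homogenate (1 ug) as enzyme source, 4-methylumbelliferyl-alpha-D-galactopyranoside 1 mM final, citrate/phosphate pH 5.0 with 0.01% Tween-20. Compounds 40 min at 37C, NaOH/glycine stop; fluorescence Ex 365/Em 440, Hill-fit AC50.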
# The depositor's hits bear a star; u = inconclusive; x = not tested or not shown; [ ] = another dose, or the depositor's remark. Unless noted, calls come from the whole dose curve; as a rule, active = well fitted curve in the direction sought with a large enough effect; inconclusive = small, poorly fitted or top-dose-only effect, or another doubt; inactive = no such curve, though single readings can be large; an effect the other way counts as inactive or inconclusive. Only part of the results is shown, so the mix of outcomes need not match the whole.
# Screens in order: CBFb-RUNX1 inh | TRb SRC2 PPI | Tau fibril FP | TexasRed fluor | NPSR antagonist | Epigenetic derep | Tau fluor counter | GLA spleen mod
Cc1cc(C)n2nc(SCn3nnc4ccccc4c3=O)nc2n1
    -4% | 1% | -11% | -6% | 4%[46.1 µM] | 2.7% | 2% | 8%
Cc1nn(S(=O)(=O)N2CCCCC2)c(C)c1Br
    8% | -13% | 1% | -2% | 0%[46.1 µM] | 0.0% | 1% | 4%
N#CC1=C(N)N=C(SCc2cccc3ccccc23)C(C(N)=O)C12CCCCC2 (stereo unspecified)
    -13% | 0% | -6% | -1% | -18%[46.1 µM] | -0.3% | u | 3%
Cc1ccccc1NC(=O)NCCCN1CCN(C2CCCCC2)CC1
    5% | -1% | -1% | -2% | 6%[46.1 µM] | -1.1% | 1% | -4%
CC12CCC(C(=O)N(CSC(=S)N/N=C\c3ccccc3O)C1=O)C2(C)C (stereo unspecified)
    8% | 7% | 5% | -5% | -24%[46.1 µM] | 7.0% | 3% | 3%
COc1cc(C(=O)OC2CC[C@]3(C)C4CCC5[C@]6(O)CC(O)[C@]7(O)C(CN8CC(C)CCC8[C@]7(C)O)[C@]6(O)C[C@@]53O[C@]24O)cc(OC)c1OC (stereo partly specified)
    x | -4% | -14% | -4% | x | -1.7% | -7% | 14%
O=C(OC1CCN(c2ncc(C(F)(F)F)cc2Cl)CC1)c1ccccc1
    5% | -13% | -10% | -4% | -18%[46.1 µM] | -0.8% | -5% | 4%
COc1ccccc1CNC(=O)c1cnc2sccn2c1=O
    4% | 4% | -6% | 0% | -10%[46.1 µM] | -2.0% | 2% | 1%
O=C(CSc1ccc(Cl)cc1)Nn1cnnc1
    0% | 2% | 0% | -4% | 1%[46.1 µM] | -0.9% | -2% | -1%
Cc1ccc(OCC(=O)NCCO)cc1C
    1% | -7% | 5% | 3% | -10%[46.1 µM] | -0.3% | -1% | -2%
O=C(CSc1nccn1Cc1ccc(Cl)cc1)Nc1ccc2c(c1)OCCO2
    x | -1% | 2% | -6% | x | 1.4% | -22% | x
Cc1cccc(NC(=O)COC(=O)c2ccc3c(c2)OCO3)c1C
    29% | 5% | -6% | -6% | 4% | -3.7% | 2% | 8%
O=C(C1CCN(Cc2ccc(F)cc2)CC1)N1CCN(C/C=C/c2ccccc2)CC1
    1% | 10% | -3% | -4% | 8% | -1.3% | -11% | 4%
Cc1c(NC(=O)c2ccc(S(=O)(=O)N3CC(C)OC(C)C3)cc2)c(=O)n(-c2ccccc2)n1C (stereo unspecified)
    6% | -2% | 1% | 0% | 3% | -4.8% | 0% | 8%
COc1ccc(-c2cnc(NCc3ccc(C)cc3)n2C)cc1
    x | u | 3% | -85%[53 µM] | x | -1.6% | -17% | x
CC1CCc2nc(NC(=O)C3CCCO3)sc2C1 (stereo unspecified)
    4% | -13% | -14% | -3% | -10%[46.1 µM] | 0.0% | -17% | 11%
COc1ccc(OCC(=O)Nc2cc(-c3nc4ccccc4o3)ccc2Cl)cc1
    x | 12% | -1% | 6% | x | -1.1% | 0% | x
Cc1nnc(N2CCOCC2)c2nn(-c3ccccc3)c(C)c12
    3% | -12% | u | -2% | 2% | -6.9% | 5% | -7%
Cc1cc2oc(=O)cc(-c3ccccc3)c2c(C)c1-c1ccc(O)cc1
    -27%[89.1 µM] | 4% | u | 0% | x | -0.1% | u | -4%[119 µM]
Cc1cccc(CC2SC(N3CCN(c4ccccc4)CC3)=NC2=O)c1 (stereo unspecified)
    3% | 1% | -4% | -1% | 11% | -2.2% | -8% | -1%

# Brought forward from above: 6 compounds; new compounds follow.
# Screens in order: CBFb-RUNX1 inh | TRb SRC2 PPI | Tau fibril FP | TexasRed fluor | NPSR antagonist | Epigenetic derep | Tau fluor counter | GLA spleen mod
COc1ccc(-c2cnc(NCc3ccc(C)cc3)n2C)cc1
    x | u | 3% | -85%[53 µM] | x | -1.6% | -17% | x
CC1CCc2nc(NC(=O)C3CCCO3)sc2C1 (stereo unspecified)
    4% | -13% | -14% | -3% | -10%[46.1 µM] | 0.0% | -17% | 11%
COc1ccc(OCC(=O)Nc2cc(-c3nc4ccccc4o3)ccc2Cl)cc1
    x | 12% | -1% | 6% | x | -1.1% | 0% | x
Cc1nnc(N2CCOCC2)c2nn(-c3ccccc3)c(C)c12
    3% | -12% | u | -2% | 2% | -6.9% | 5% | -7%
Cc1cc2oc(=O)cc(-c3ccccc3)c2c(C)c1-c1ccc(O)cc1
    -27%[89.1 µM] | 4% | u | 0% | x | -0.1% | u | -4%[119 µM]
Cc1cccc(CC2SC(N3CCN(c4ccccc4)CC3)=NC2=O)c1 (stereo unspecified)
    3% | 1% | -4% | -1% | 11% | -2.2% | -8% | -1%
CN(C)S(=O)(=O)c1ccc(NC(=O)Cc2ccc(S(=O)(=O)N3CCOCC3)s2)cc1
    u | 0% | 8% | -4% | -1% | -1.9% | -15% | 4%
COc1cccc(-c2nc(SCC(=O)NCC3CCCO3)c(-c3ccc(C)cc3)[nH]2)c1 (stereo unspecified)
    x | 1% | 13% | -2% | x | 1.9% | u | x
Cc1ccc2cc(C(c3nnnn3C3CCCC3)N3CCOCC3)c(=O)[nH]c2c1C (stereo unspecified)
    3% | -1% | -7% | 5% | -8%[46.1 µM] | -1.2% | -6% | 8%
CC1=C(C(=O)OC(C)C)C(c2cccnc2)C2=C(CC(C)(C)CC2=O)N1 (stereo unspecified)
    1% | 7% | -1% | -1% | -3% | -1.0% | -1% | u
CCOC(=O)CN(C(=O)CN1CCOCC1)c1ccc(Br)cc1
    -3% | 4% | 0% | 1% | -1%[46.1 µM] | 2.9% | -1% | -5%
COc1ccc(CN2CCN(C(=O)CC(C)C)CC2)c(OC)c1OC
    0% | -5% | 0% | -1% | -4%[46.1 µM] | -2.2% | 2% | 11%
CC(C)(C)c1ccc(OCCNC(=S)NC(=O)c2cccnc2)cc1
    -7% | -1% | 8% | 1% | -37% | 0.0% | -30% | -4%
CCOC(=O)C/C(N)=N/NC(=O)c1ccc(Cl)cc1Cl
    7% | -2% | 1% | -4% | 3% | -3.2% | -7% | -3%
C#CCOCCOCCOCCNc1nc(N2CCN(C(=O)[C@H](CCC(=O)O)n3cc(C(N)CO)nn3)CC2)nc(N2CCN(C(=O)[C@H](Cc3cc4ccccc4[nH]3)n3cc(C(N)[C@H](C)CC)nn3)CC2)n1 (stereo partly specified)
    -13% | -10% | -2% | -1% | -13% | -6.3% | -11% | 5%
CC(C)c1ccc(Nc2nc3c(S(=O)(=O)c4ccc(Br)cc4)nnn3c3ccsc23)cc1
    x | -4% | u | 1% | x | -2.9% | u | x
C=CCc1cccc2cc(C(=O)Nc3ccc(NC(C)=O)cc3)c(=O)oc12
    1% | -2% | 3% | -1% | 1% | 1.7% | 8% | -1%
CC(=O)c1cc(F)c(N2CCN(C(=O)Cc3ccccc3)CC2)cc1C
    8% | 9% | 8% | 2% | -14%[46.1 µM] | 2.7% | 0% | 4%
COc1ccc(Nc2ncnc3onc(C)c23)c(OC)c1
    x | 0% | -13% | -1% | x | -0.2% | -12% | x
Cc1occc1C(=O)N/N=C/c1ccccn1
    1% | -1% | -9% | 0% | -7% | -3.5% | -5% | 2%
COc1cccc(CN(C)CC(=O)Nc2c(C)cccc2C(C)C)c1
    -7% | 2% | -2% | -2% | -15% | 0.1% | -2% | -2%
CC1CCCN(c2ccc(/C=C(\C#N)c3nn(-c4ccccc4)c(N)c3C#N)cc2[N+](=O)[O-])C1 (stereo unspecified)
    u | -24% | -4% | -7% | -18%[46.1 µM] | 5.7% | u | -7%
O=C(CN(C(=O)CCC(=O)Nc1nccs1)c1ccc2c(c1)OCO2)NCC1CCCO1 (stereo unspecified)
    3% | 5% | u | 0% | -2%[46.1 µM] | 2.4% | -5% | 0%
COC(=O)c1c(C)oc2ccc(N(C(=O)c3ccncc3)S(=O)(=O)c3cc(C)c(C)cc3C)cc12
    x | -4% | -10% | -1% | x | 2.6% | -25% | x
CCCCOCCCNC(=O)CCCOc1ccccc1
    3% | -3% | 6% | -2% | -22%[46.1 µM] | 0.8% | -8% | 1%
CS/C(=C\C(=O)c1ccco1)Nc1ccccc1Cl
    -12% | 3% | 0% | 1% | -9% | 5.8% | -22% | -1%
Cc1ccc(OCC(=O)OCC(=O)Nc2sccc2C(N)=O)cc1C
    1% | 8% | -16% | 1% | 14%[46.1 µM] | -0.9% | u | -7%
COCCCNC(=O)C(F)(F)C(F)(F)C(=O)NCCCOC
    0% | -6% | -6% | 1% | 0%[46.1 µM] | -0.7% | -1% | -5%
COC(=O)C1=C(C)NC(C)=C(C(=O)OC)C1c1cc2ccc(C)cc2[nH]c1=O
    -1% | 6% | -2% | 1% | -14%[46.1 µM] | 0.2% | 2% | -2%
Cc1ccc(-c2nnn(CC(=O)NC3CCCc4ccccc43)n2)cc1 (stereo unspecified)
    -3% | -1% | -4% | -3% | -13%[46.1 µM] | -1.1% | 0% | -6%
O=c1oc(-c2ccccc2NS(=O)(=O)c2ccccc2)nc2ccccc12
    8% | 0% | -5% | 0% | -2%[46.1 µM] | 0.3% | -6% | -1%
Cc1cc(C(=O)N/N=C2\CCCC(=O)C2)c2ccccc2n1
    9% | 4% | 2% | -8% | 3% | 1.1% | -6% | 2%
COc1cc(/C=C2\S/C(=N/S(=O)(=O)c3ccccc3)NC2=O)c([N+](=O)[O-])cc1OC
    -6% | 9% | u | -28% | -1%[46.1 µM] | -1.0% | u | -5%
COC(=O)c1nnn(CC(=O)Nc2ccc(C)c(F)c2)c1C(=O)OC
    11% | -29% | -4% | 0% | -3%[46.1 µM] | 0.0% | -6% | 1%

# Screening data (PubChem)
